Assay outcomes (PubChem)
MBD2 inh – inhibitors of human MBD2 binding to methylated oligonucleotide | Q9UBB5 | TR-FRET | inhibition, % at 4.4 µM | actives 0.31% (n = 370,000) | AID 686964; in the data active means inhibition above about 13%
Rev-erbA mod – Rev-erb alpha (human) modulation; P20393; Rev-erbα–FITC-DNA binding, fluorescence polarization, 90 min; activity, % at 10 µM; actives 0.79% (n = 370,000); AID 1259318;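 active means activity above about 14%, limit read from the data; passing the limit was not always enough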;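 further: 0% = DMSO wells with 35 nM protein and 100% = DMSO wells with 750 nM protein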
UHRF1 MBD2 ctr – blocks human UHRF1 binding to methylated DNA; Q96T88; UHRF1 binding to methylated oligo, TR-FRET; inhibition, % at 4.4 µM; actives 0.75% (n = 370,000); in the data active means inhibition above about 21%;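 further: UHRF1 SRA domain binding a hemimethylated CpG hairpin DNA probe; 0% = median of test compound wells and 100% = reference inhibitor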
Target sequence (Q96T88 whole entry, looked up, the tested form may be a part): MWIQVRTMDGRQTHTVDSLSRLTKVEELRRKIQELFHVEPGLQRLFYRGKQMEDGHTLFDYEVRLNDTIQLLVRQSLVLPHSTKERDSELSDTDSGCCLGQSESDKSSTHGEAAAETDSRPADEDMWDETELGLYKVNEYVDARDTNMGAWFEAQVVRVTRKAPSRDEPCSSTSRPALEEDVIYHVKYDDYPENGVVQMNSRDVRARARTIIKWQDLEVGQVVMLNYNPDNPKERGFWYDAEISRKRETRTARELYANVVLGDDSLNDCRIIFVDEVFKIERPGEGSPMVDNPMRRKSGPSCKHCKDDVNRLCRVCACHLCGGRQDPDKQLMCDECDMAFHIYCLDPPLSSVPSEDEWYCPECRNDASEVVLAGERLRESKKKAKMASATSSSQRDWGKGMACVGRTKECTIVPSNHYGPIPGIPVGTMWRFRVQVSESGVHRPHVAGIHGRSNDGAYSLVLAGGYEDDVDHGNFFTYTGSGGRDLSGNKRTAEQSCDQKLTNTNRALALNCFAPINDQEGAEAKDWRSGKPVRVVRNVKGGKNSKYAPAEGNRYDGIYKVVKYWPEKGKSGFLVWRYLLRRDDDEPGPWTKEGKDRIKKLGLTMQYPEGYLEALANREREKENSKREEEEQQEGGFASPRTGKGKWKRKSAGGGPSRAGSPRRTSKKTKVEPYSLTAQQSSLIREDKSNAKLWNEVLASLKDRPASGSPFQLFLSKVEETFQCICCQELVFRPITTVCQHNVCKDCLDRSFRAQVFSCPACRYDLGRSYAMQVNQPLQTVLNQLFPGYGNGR
LEDGF integ inh – blocks HIV-1 LEDGF/p75-dependent DNA integration | inhibition, % at 3.7 µM | actives 0.64% (n = 370,000) | TR-FRET IN-LEDGF/p75 DNA integration, Eu/Cy5;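 active means inhibition above the screen-wide mean plus 3 SD, cut at about 13% in these data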;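 further: signal is the Cy5 over europium emission ratio at 671 and 618 nm; 0% = plate median of compound wells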
mABHD4 FP – inhibits mouse alpha/beta hydrolase domain 4; purified mABHD4, FP-Rh probe fluorescence polarization; inhibition, % at 8.92 µM; actives 0.54% (n = 370,000);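 active means inhibition exceeding the mean over every tested compound plus 3 SD, cut at about 30% in these data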;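 further: 0% = plate median of compound wells and 100% = S159A mutant with DMSO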
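Assay system: Wild-type mouse ABHD4 protein | Medium: HEPES pH 7.0 buffer, 150 mM NaCl, 0.01% Pluronic F-127 | Incubation: Enzyme–compound pre-incubation 45 min, then probe 60 min, both 25 °C | Technique: Fluorescence polarization with parallel and perpendicular emission, 525/598 nm | Evaluation: % inhibition of FP-Rh probe binding versus controls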
rCAG RNA binder – binds r(CAG) RNA repeats; actives 1.3% (n = 370,000); r(CAG) RNA repeat, TO-PRO-1 dye displacement fluorescence; inhibition, % at 3 µM;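 active means inhibition above the plate cutoff, the mean of all test compounds on that plate plus 3 SD, cut at about 35% in these data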;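 further: 0% = DMSO alone and 100% = 100 µM mitoxantrone as full dye displacement; higher means more dye released from RNA so lower well fluorescence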
HTRA1 inhibitor – inhibitors of human serine peptidase HTRA1; Q92743; recombinant HTRA1, FP-rhodamine activity-based probe, fluorescence polarization; inhibition, % at 5.96 µM; actives 0.5% (n = 340,000); AID 504803; in the data active means inhibition above about 36%;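 further: 0% = enzyme with DMSO and 100% = wells lacking enzyme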
TCR-CD3 inh – blocks the human TCR-CD3 interaction; TAMRA-labeled TCR probe fluorescence, biochemical; inhibition, % at 9.4 µM; actives 0.37% (n = 360,000); in the data active means inhibition above about 19%;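 further: recombinant mutant TCR 2C K166C tagged with TAMRA read by polarization; 0% = receptor in buffer alone and 100% = receptor with positive control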
PG9 binder – small molecules binding HIV-1 gp120 antibody PG9. TR-FRET gp120-PG9 antibody binding. inhibition, % at 6.7 µM. actives 0.43% (n = 360,000); in the data active means inhibition above about 8.5%
PRMT1 inh – blocks human protein arginine methyltransferase 1. inhibition, % at 2.79 µM. recombinant PRMT1, activity-based probe fluorescence polarization. Q99873. actives 1.3% (n = 370,000);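 active means inhibition above about 21% made by adding two undisclosed values, limit read from the data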
An asterisk follows results filed as active; / = not tested or not shown. A portion of the library, so the mix of outcomes need not match the whole.

SMILES | MBD2 inh | Rev-erbA mod | UHRF1 MBD2 ctr | LEDGF integ inh | mABHD4 FP | rCAG RNA binder | HTRA1 inhibitor | TCR-CD3 inh | PG9 binder | PRMT1 inh
CCOc1cc(N2CCOCC2)c(OCC)cc1NC(=O)CN1C(=O)NC2(CCCCC2)C1=O | -1.2 | 2.3 | -0.9 | -0.2 | 6.6 | 2.6 | 3.3 | 0.8 | -1.2 | -0.1
OCC1=C[C@@H](O)C2C=CO[C@@H](O[C@@H]3O[C@H](CO)[C@@H](O)[C@H](O)[C@H]3O)C12 (some centres not stated) | 1.7 | -1.5 | -4.4 | 0.7 | 5.5 | 0.7 | -4.8 | 10.2 | 0.4 | 0.5
Cc1ccc2nc(NC(=O)CSc3nncc(=O)n3N)sc2c1 | 0.8 | -8.9 | 0.8 | -1.5 | 5.5 | 2.6 | -0.4 | 7.2 | -0.5 | 2.1
Cc1cccc(C)c1NC(=O)CSc1nnc(NC(=O)c2ccccc2C(=O)O)s1 | 1.7 | -0.1 | 6.8 | -92.9 | -5.0 | 0.1 | 5.6 | -2.1 | -1.3 | 0.0
CCOc1ccc(C)cc1S(=O)(=O)n1cnc2ccccc21 | -8.3 | 9.2 | -2.8 | 2.4 | -8.9 | -5.0 | -5.0 | -0.8 | 0.4 | -3.2
O=C(c1cc(-n2cnnc2)ccc1Cl)N1CCN(c2nc(-c3ccccc3)cs2)CC1 | 5.3 | -0.6 | -2.9 | 1.5 | -13.8 | -3.3 | 0.1 | 1.8 | 1.1 | -1.4
O=C(N/C(=C\c1ccccc1)C(=O)N1CCCCC1)c1ccc(Br)o1 | 0.1 | 1.5 | 0.9 | -2.7 | -0.7 | -8.6 | -3.0 | -0.6 | -3.0 | 0.9
Cc1ccc(N(CC(=O)NCC2CCCO2)C(=O)CCC(=O)Nc2ccccn2)cc1C (configuration not stated) | -0.4 | -0.8 | 2.9 | -1.6 | -5.4 | -9.9 | 7.9 | -5.5 | 0.5 | 1.0
Cc1cc(CN2CCN(CC(=O)Nc3cc(Cl)ccc3-n3cncn3)CC2)no1 | 1.8 | 0.6 | -1.7 | 2.1 | 4.7 | -6.0 | 0.3 | 3.4 | -1.0 | -2.4
O=C1CC(c2ccccc2)NN1 (configuration not stated) | -7.6 | -4.6 | -10.4 | 2.9 | 4.3 | 5.0 | 3.0 | 1.3 | -1.6 | 2.4
COc1ccc2c(CCNC(=O)CN3C(=O)c4ccccc4C3=O)c[nH]c2c1 | -5.6 | 1.5 | -0.8 | -1.7 | -2.4 | 0.2 | 2.6 | 2.7 | -0.2 | -1.9
CC1CCCCN1C(=O)c1ccc(NC(=O)c2ccccc2Cl)cc1 (configuration not stated) | -7.5 | -4.8 | -1.4 | 3.3 | -3.6 | -7.5 | 10.3 | 0.0 | -4.8 | -5.3
COc1ccc(C(=O)C2CC2)cc1 | 5.6 | 1.6 | 4.1 | -0.8 | 8.7 | 1.6 | 0.9 | -3.7 | 1.5 | 0.7
CC(=O)c1cccc(NC(=O)CCc2nnc3ccc(N4CCOCC4)nn23)c1 | -2.2 | -1.5 | 2.6 | -5.7 | 5.7 | -0.5 | 2.6 | -8.2 | 0.3 | 0.0
CCCCCCC(=O)NN1CCN(C)CC1 | -0.4 | -4.1 | -1.9 | -1.5 | 5.0 | 0.6 | 3.1 | 0.2 | 1.1 | -0.6
Cc1cccc(OCc2nc(C#N)c(N3CCCC3)o2)c1 | 0.6 | 2.6 | 2.9 | 2.4 | -4.6 | -3.4 | -7.8 | -5.9 | 2.4 | 3.1
Cc1cccc(C(=O)N2CCCC(CCC(=O)N3CCN(c4ccccn4)CC3)C2)c1C (configuration not stated) | 1.3 | -0.3 | -2.0 | 1.8 | 1.5 | -7.8 | -2.4 | 3.3 | 0.1 | -1.3
CN(C)c1nc(N2CCN(c3ccc(F)cc3)CC2)c(C#N)c(=O)o1 | 3.1 | 2.0 | 0.1 | 0.1 | 2.7 | 5.4 | -2.1 | 0.2 | -0.2 | 0.5
Cc1cccc(OCC(=O)N(C)CCc2ccccn2)c1 | -0.9 | -2.3 | -0.4 | 2.4 | -3.8 | -4.8 | 0.1 | 6.6 | -1.3 | 1.4
CC(NC(=O)c1ccccc1NS(=O)(=O)c1ccc(CCC(=O)O)cc1)c1ccccc1 (configuration not stated) | 1.2 | 1.2 | -0.3 | -1.2 | -0.4 | 9.6 | -1.8 | -5.5 | 0.0 | 1.4
O=C(CN1C(=O)NC(Cc2ccccc2)C1=O)Nc1ccc(F)cc1 (configuration not stated) | -4.5 | -0.6 | -0.4 | 0.8 | -3.5 | 1.0 | 4.5 | 5.3 | -0.9 | -4.4
Cn1c(SCc2ccccn2)nnc1-c1cnccn1 | -4.2 | -1.5 | 0.7 | 0.3 | 4.9 | 2.0 | 1.6 | 0.0 | -2.4 | -1.3
COc1cc(C2c3cc4c(cc3C3OC(=O)C2C3CO)OCO4)cc(OC)c1OC (configuration not stated) | -4.0 | 4.3 | 1.4 | 5.5 | 6.1 | 0.3 | 1.9 | 1.7 | 1.2 | 3.4
COc1cccc(C(=O)OCC(=O)NCC2CCCO2)c1 (configuration not stated) | 1.0 | -9.6 | 1.0 | -5.6 | -2.0 | 0.1 | 6.2 | -4.3 | 0.8 | 4.5
CN1CCN(C(=O)C2=C[C@@H](c3ccccc3)C[C@@H](OCCCCO)O2)CC1 | -2.9 | 2.2 | -1.6 | 0.5 | 2.1 | -2.1 | 5.9 | -2.0 | -0.5 | 3.7
COc1ccccc1CNC(=O)COC(=O)c1ccncc1 | 4.3 | 3.6 | 11.3 | 2.9 | 0.0 | 5.4 | 4.4 | -4.2 | -1.2 | -3.4
O=C(O)CC(C(=O)NCc1ccccc1)C1CCCO1 (configuration not stated) | -4.4 | 5.1 | -0.4 | 3.7 | 2.0 | 3.7 | 2.6 | 2.6 | -2.2 | -0.1
Cn1c(CO)cnc1SCc1ccccc1 | 3.6 | 7.8 | 1.4 | -1.0 | -2.3 | 1.1 | 5.8 | -4.1 | -1.1 | 4.1
O=C(O)C1C=Cc2ccccc2N1C(=O)c1ccccc1 (configuration not stated) (tested in a mixture with another compound) | -0.5 | 9.7 | 1.2 | -2.5 | -0.5 | 2.3 | 12.0 | -10.1 | -1.7 | 2.9
CCOC(=O)c1nn(-c2cccc(Cl)c2)c2nc(CC(C)C)c(C#N)c(=O)n12 | 1.1 | -4.4 | 3.0 | 5.3 | -8.1 | -1.6 | 2.6 | -4.0 | -0.1 | 0.3
Cc1ccccc1NC(=O)C1CCCN(S(=O)(=O)c2cnc[nH]2)C1 (configuration not stated) | 2.8 | 0.2 | -2.0 | 2.7 | -1.3 | 0.8 | 3.3 | 13.9 | -0.3 | -1.5
CCN(CC)CCCNC(=O)c1oc2ccc3c(c2c1C)C(O)CC(C)(C)O3 (configuration not stated) | 4.2 | -4.4 | 0.2 | -3.3 | 4.8 | 3.8 | 1.3 | -0.6 | -1.9 | -0.5
O=C(c1ccc(Cl)s1)N1CCCC1 | 3.4 | -7.2 | 4.2 | 3.0 | -0.7 | 3.7 | -0.1 | -3.4 | -2.9 | 1.1
CCOC(=O)c1c(S(=O)(=O)N2CCN(C)CC2)c(C)n(C)c1C | 1.6 | 1.8 | -0.3 | 6.2 | -2.7 | -1.9 | 2.1 | 1.3 | -0.6 | -3.1
CC(NC(=O)COC(=O)/C(=C/c1cccs1)c1cccs1)c1ccccc1 (configuration not stated) | -3.4 | 4.6 | -0.5 | -0.2 | -13.6 | 0.3 | -61.0 | 3.7 | -2.2 | -2.9
CC1CCCCN1CCn1c(=S)[nH]c2ncccc2c1=O (configuration not stated) | 0.7 | -2.4 | 9.3 | 1.2 | -2.9 | 0.5 | 8.1 | 0.0 | 1.2 | 3.2
O=C(Nc1nc2ccc(F)cc2s1)Oc1ccccc1 | 2.9 | -1.6 | 0.4 | -3.0 | 0.0 | 2.6 | -3.0 | -2.1 | 1.3 | 4.9
O=C(NCCN1CCOCC1)c1cnn2c1NC(c1cccs1)CC2C(F)(F)F (configuration not stated) | -0.8 | -6.6 | 1.0 | 3.0 | -2.7 | -1.2 | / | -5.2 | -0.9 | 0.0
C/C=C/c1cccc(-c2nc(C(=O)N3CCN(C)CC3)cc3c2[C@@H](CCO)N(C(=O)NC(C)C)C3)c1 | -3.7 | 1.9 | -2.3 | 1.1 | 0.1 | 4.7 | / | 6.0 | -2.4 | 1.6
Cc1ccc(S(=O)(=O)NCCC(=O)NCCSc2ccc(Br)cc2)cc1 | 3.1 | 8.5 | 1.2 | -0.6 | -6.7 | -2.5 | -8.2 | 6.3 | 0.0 | 0.1
CN(/N=C/c1ccc([N+](=O)[O-])o1)c1ccccc1 | -15.3 | -2.8 | -13.2 | 6.1 | 8.3 | 3.4 | -5.5 | -1.4 | -11.3 | 0.0
CCCCOc1cccc(C(=O)NC(=S)Nc2cccc(C(F)(F)F)c2)c1 | -3.3 | -0.2 | -0.1 | -2.4 | -1.4 | 4.8 | 0.2 | -1.4 | -2.9 | 0.1
O=C(COc1ccccc1)NCC(=O)Nc1cccc(S(=O)(=O)NC2=NCCC2)c1 | -1.3 | 0.7 | 1.9 | 2.5 | 3.0 | -2.4 | 4.9 | -5.9 | -3.1 | -0.5
CCn1c(SCC(=O)Nc2ccc3c(c2)OCO3)nnc1-c1cnccn1 | 2.7 | -4.2 | -3.4 | 6.6 | 0.7 | -1.5 | 4.7 | 3.8 | -3.0 | -1.6
Cc1ccc(NC(=S)NCCc2ccc(S(N)(=O)=O)cc2)cc1C | 7.3 | -2.4 | 4.3 | -5.8 | -13.1 | -2.6 | 6.8 | -0.7 | -2.9 | 6.0
COc1ccc(NC(=O)c2ccc3c(c2)C(=O)N(Cc2ccncc2)C3=O)cc1S(N)(=O)=O | 5.8 | -16.9 | 5.0 | -0.2 | -2.5 | 6.8 | 1.9 | -3.3 | 2.7 | 14.5
COc1ccc(S(=O)(=O)N(C)CC(=O)Nc2cccc(C(C)=O)c2)cc1C | -3.0 | 6.3 | 2.8 | 3.6 | -4.4 | 2.0 | -1.8 | -7.9 | -0.1 | -0.1
CCc1nonc1NC(=O)COc1ccc(Cl)c(C)c1 | 6.1 | 1.4 | 2.4 | -1.0 | -9.1 | -0.3 | -5.8 | -6.1 | 1.5 | 5.1
CN(c1ccccc1)S(=O)(=O)c1cccc(NC(=O)Cc2c(F)cccc2Cl)c1 | 2.7 | -6.9 | -1.3 | -1.1 | -22.7 | 4.7 | -29.9 | 3.3 | 0.1 | -1.1

Molecules from the list above with a cyano group (3):
SMILES | MBD2 inh | Rev-erbA mod | UHRF1 MBD2 ctr | LEDGF integ inh | mABHD4 FP | rCAG RNA binder | HTRA1 inhibitor | TCR-CD3 inh | PG9 binder | PRMT1 inh
Cc1cccc(OCc2nc(C#N)c(N3CCCC3)o2)c1 | 0.6 | 2.6 | 2.9 | 2.4 | -4.6 | -3.4 | -7.8 | -5.9 | 2.4 | 3.1
CN(C)c1nc(N2CCN(c3ccc(F)cc3)CC2)c(C#N)c(=O)o1 | 3.1 | 2.0 | 0.1 | 0.1 | 2.7 | 5.4 | -2.1 | 0.2 | -0.2 | 0.5
CCOC(=O)c1nn(-c2cccc(Cl)c2)c2nc(CC(C)C)c(C#N)c(=O)n12 | 1.1 | -4.4 | 3.0 | 5.3 | -8.1 | -1.6 | 2.6 | -4.0 | -0.1 | 0.3
